Screening data: PubChem BioAssay, National Center for Advancing Translational Sciences (NCATS)
p53ts 32C kill = cytotoxicity in p53ts cells at permissive temperature. H1299-p53A138V at 32C, ATP luminescence viability, 24 h. Potency, µM (titrated, usually from 46.1 µM), for the others: at the top dose activity change, negative = cytotoxicity, most hits filed as cytotoxic. AID 924. hit rate 0.93% among 130,000;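 further: 0% = DMSO and -100% = full killing by reference compound; nearly all actives have a fitted effect of over 55% in size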
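ATP-content luminescence (ATPlite) read-out after 24 h compound exposure at 32C in H1299-p53A138V cells (600/well). Tested up to 46 uM. Normalized to DMSO (0%) and 100 uM tamoxifen (100% killing); Hill-fit AC50.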
p53ts 39C tox = p53ts cell cytotoxicity, nonpermissive temperature. hit rate 1.5% among 130,000. Potency, µM (series often up to 46.1 µM), without a hit: at the top dose activity change, negative = cell killing, most hits filed as cytotoxic. H1299-p53A138V viability at 39C, ATP luminescence, 24 h; further: nearly all actives have a fitted effect of over 55% in size
Peg3 imprint = inducers of genomic imprint erasure in mouse ES cells; mouse ES Peg3-LacZ reporter, beta-gal luminescence, 40 h; Potency, µM (series often up to 60.7 µM), for the others: top-dose activity change, positive = activation, usual class: activators; hit rate 0.02% among 110,000;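 further: 0% = negative control wells on the plate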
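Readout: BetaGlo luminescence (5 min, room temp) for LacZ from the normally silent maternal Peg3 allele in female Peg3LacZ-Neo ES cells. Cells 300/well, 40 h, 37C, 5% CO2. Data normalized per plate to negative controls.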
IkB sig inh = IkB pathway inhibition in ABC-DLBCL cells. ABC-DLBCL IkBa-CBG/CBR dual luciferase ratio, 4 h; response scale: scaled: untreated 0%, proteasome inhibitor 100%. Potency, µM (titrated, usually from 57.1 µM), for the others: at the top dose IkBa stabilization activation. hit rate 0.04% among 110,000; active means well fitted curve in the direction sought with a large enough effect in the signal ratio, not every such curve was filed as active; inconclusive means small, poorly fitted or top-dose-only effect, or a change in a side signal; the % refers to the signal ratio;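 further: the direction sought is a rising ratio; 0% = basal untreated cells and 100% = reference inhibitor full response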
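Curves were fitted separately to fusion (green), unfused (red) and ratio luminescence, then classed by r2, magnitude and activity. Cells: OCI-Ly3, 4 h compound plus doxycycline at 37C; 10 uM MG-132 defined full response.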
The depositor's hits bear a star; u = inconclusive; x = no result given; [ ] = dose if it differs, or a comment. Unless noted, the call rests on the fitted dose curve; in most records, active means well fitted curve in the direction sought with a large enough effect; inconclusive means small, poorly fitted or top-dose-only effect, or another doubt; inactive means no such curve, though single readings can be large; an effect the other way counts as inactive or inconclusive. Unless noted, on the % scale 0 is the no-effect control and ±100 the full control effect; potency means the concentration at half of the fitted maximal effect.

Below each compound: p53ts 32C kill	p53ts 39C tox	Peg3 imprint	IkB sig inh
1) N=c1n(CCN2CCCCC2)c2ccccc2n1CC(O)COc1ccc(Cl)cc1Cl (stereo unspecified)
→ 22µM*	3.2µM*	-15%[10.9 µM]	u
2) CCOC(=O)c1[nH]c(C)c(/C=N/O)c1C
→ 10%	1%	0%	-2.8%
3) COc1ccc(CN2CCN(C(=O)CC(C)C)CC2)c2ccccc12
→ 2%	-7%	-15%	u
4) CCCCOc1cccc(C(=O)Nc2cc(NC(=O)c3ccco3)ccc2OC)c1
→ 5%	11%	-14%[10.9 µM]	u
5) CCOc1ccc(NC(=O)N2CCN(c3nnc(C)c4c(C)n(-c5ccccc5)nc34)CC2)cc1
→ 4%	-6%	2%[10.9 µM]	1.5%
6) COC(=O)c1ccc(C(=O)OC)c(NC(=O)c2cnn3c(C(F)F)cc(-c4ccccc4)nc23)c1
→ -2%	14%	-9%[10.9 µM]	2.1%
7) N#Cc1c(SCC(N)=O)nc2c(c1-c1ccc(O)cc1)CCCC2
→ 5%	5%	-3%	1.7%
8) CCC(C)NC(=O)C(NS(=O)(=O)c1cccc2nsnc12)c1ccccc1 (stereo unspecified)
→ 2%	-6%	1%	-0.5%
9) COc1ccc(-c2cc(C(F)(F)F)nc(SCCC(=O)Nc3ccc(NC(C)=O)cc3)n2)cc1
→ -14%	u	-4%[10.9 µM]	-1.1%
10) Brc1c(CSc2nncn2-c2ccccc2)nc2sccn12
→ 11%	-4%	-8%	1.1%
11) O=S(=O)(Nc1cccc(-c2ccc(N3CCCCC3)nn2)c1)c1ccc(F)cc1F
→ 13µM*	u	-18%[10.9 µM]	-1.7%
12) Cc1ccc(NC(=O)Cn2c(-c3cncs3)nc3ccccc32)cc1Br
→ -5%	-21%	-14%[10.9 µM]	u
13) Cc1c(C(=O)Nc2ccncc2)oc2ccccc12
→ -13%	-17%	-37%[inhibitor]	3.2%
14) CCn1nc(C)c(NC(=O)/C=C/c2ccc(OC)c(COc3ccc(Br)cc3)c2)c1C
→ 2%	-1%	x	x
15) CCOc1ccccc1C1NC(=O)NC(C)=C1C(=O)OCc1ccco1 (stereo unspecified)
→ 10%	0%	x	x
16) CCOC(=O)c1nnn(CC(=O)NC(=O)Nc2cccc(CC)c2)c1C(=O)OCC
→ -8%	-7%	14%[10.9 µM]	u
17) CN1C(=O)N(C)C(NC(=O)Nc2ccccc2)C1NC(=O)Nc1ccccc1 (stereo unspecified)
→ -2%	1%	-3%	1.4%
18) COc1ccc2c(c1)CCc1c(C(=O)Nc3c(C)nn(Cc4c(Cl)cccc4Cl)c3C)noc1-2
→ 4%	4%	-13%[10.9 µM]	u
19) CCOc1ccc(NC(=O)c2ccc(N)cc2)cc1
→ 13µM*	13µM*	-66%[inhibitor]	u
20) Cn1c(SCc2nc3ccccc3[nH]2)nnc1-c1cccs1
→ -6%	14%	-8%	-0.3%
21) COc1ccc(CNC(=O)C2COc3ccccc3O2)c(OC)c1 (stereo unspecified)
→ -17%	-13%	-4%	u
22) CCOc1ccc(NC(=O)CCS(=O)(=O)c2ccc3c(c2)CCCN3C(C)=O)cc1
→ -6%	-2%	-10%	0.0%
23) CCC(=O)N1CCc2cc(S(=O)(=O)NC(Cc3ccccc3)C(=O)Nc3ccc(C)cc3)ccc21 (stereo unspecified)
→ 10%	11%	-11%[10.9 µM]	u
24) CC1CCCN(C(=O)CSCC(=O)N=c2sc3ccccc3n2C)C1 (stereo unspecified)
→ 4%	4%	-11%	1.0%
25) CCNC(=O)c1ccccc1-c1nc(-c2ccccc2Cl)no1
→ -22%	-16%	18%	0.1%
26) N#CCC(=O)NCCCOC(=O)Nc1ccc(Cl)c(Cl)c1
→ -2%	-10%	-16%	2.4%
27) Cn1nnnc1SCc1cn2cccnc2n1
→ -10%	-10%	-5%	-1.9%
28) Oc1ccc2c(c1)OCC1c3cc4c(cc3OC21)OCO4 (stereo unspecified)
→ 7%	1%	-7%	x
29) O=C(CSc1nc(-c2cccs2)cc(C(F)(F)F)n1)NCc1ccco1
→ 8%	0%	-12%	0.6%
30) O=C(NC1CCCCCC1)c1ccc(N2CCCC2=O)cc1
→ u	u	-80%[inhibitor]	u

Entries of single compounds, quoted from the list.
Results for COc1ccc(-c2cc(C(F)(F)F)nc(SCCC(=O)Nc3ccc(NC(C)=O)cc3)n2)cc1 → p53ts 32C kill: -14%; p53ts 39C tox: u; Peg3 imprint: -4%[10.9 µM]; IkB sig inh: -1.1%
Results for CN1C(=O)N(C)C(NC(=O)Nc2ccccc2)C1NC(=O)Nc1ccccc1 (stereo unspecified) → p53ts 32C kill: -2%; p53ts 39C tox: 1%; Peg3 imprint: -3%; IkB sig inh: 1.4%

(further entries)
Below each compound: p53ts 32C kill	p53ts 39C tox	Peg3 imprint	IkB sig inh
31) COc1ccc(OCc2nc(C#N)c(NCc3ccccc3Cl)o2)cc1
→ 1%	-19%	15%[10.9 µM]	-0.3%
32) O=C(NCCc1ccccc1)c1nn(-c2ccc(F)cc2)nc1CO
→ 4%	12%	13%[10.9 µM]	-2.0%
33) COc1ccc(NC(=O)c2oc3ccc(S(=O)(=O)N4CCOCC4)cc3c2C)cc1
→ -14%	46%[activator]	11%[10.9 µM]	u
34) CCOC(=O)C1CCCN(C(=O)C2CC(=O)N(c3ccc(C)cc3)C2)C1 (stereo unspecified)
→ -14%	-6%	-17%	-0.5%
35) Cc1cccc(-c2nc(CSCC(=O)N3CCN(c4ccccn4)CC3)c(C)o2)c1
→ -11%	-9%	-10%	u
36) Cc1ccc(CNCc2cccn2-c2nnc(N3CCCC3)s2)cc1
→ -8%	-10%	-15%[10.9 µM]	-2.6%
37) CC(=O)NCCNc1ncnc2ccc(-c3c(C)noc3C)cc12
→ 8%	-1%	-16%	4.8%[11.4 µM]
38) CS(=O)(=O)CCNCc1nc(-c2ccc3ncnc(Nc4ccc(OCc5cccc(F)c5)c(Cl)c4)c3c2)cs1
→ 13%	15%	10%	x
39) COC(=O)CCN(C(=O)C1C2CC3CC(C2)CC1C3)c1ccccn1 (stereo unspecified)
→ 1%	-6%	-2%	0.5%
40) CCOC(=O)CSc1nc(-c2ccc(OC)cc2)cc(C(F)(F)F)c1C#N
→ -1%	-6%	-7%[10.9 µM]	0.3%
41) CC(C)c1ccc(NS(=O)(=O)c2ccc3[nH]c(=O)ccc3c2)cc1
→ -3%	-24%	-16%[10.9 µM]	-1.1%
42) CCCCN(CC)C(=O)Cc1c(C(=O)O)[nH]c2ccc(Cl)cc12
→ -9%	-4%	-17%	u
43) O=S(=O)(Nc1cccc(-c2ccc(N3CCCCC3)nn2)c1)c1ccc(Cl)s1
→ 10µM*	5µM*	-16%[10.9 µM]	u
44) O=C1CCCN1CC(CN1CCOCC1)Sc1nnnn1-c1ccccc1 (stereo unspecified)
→ 0%	0%	-5%	1.3%
45) Cc1ccc(C)c(S(=O)(=O)Nc2ccc(S(=O)(=O)Nc3onc(C)c3C)cc2)c1
→ 0%	0%	-2%	0.0%
46) COc1ccc(NC(=O)N2CCc3c(sc4c3CCCC4)C2c2ccccc2OC)cc1 (stereo unspecified)
→ 8%	-14%	-17%[10.9 µM]	2.1%
47) O=C(Cn1cnc2onc(-c3ccc(Cl)cc3)c2c1=O)Nc1ccc(F)cc1
→ 2%	u	-11%[10.9 µM]	u
48) CCCC(=O)c1ccc(OC(=O)c2c(-c3ccccc3Cl)noc2C)cc1
→ 21%	13%	-19%[10.9 µM]	-4.1%
49) O=C(Nc1cccc(-c2nc3ccccc3[nH]2)c1)c1ccccc1F
→ -1%	6%	-16%[10.9 µM]	u
50) O=S(=O)(NCc1ccc2c(c1)OCO2)c1cccc(S(=O)(=O)N2CCOCC2)c1
→ 7%	1%	-3%	2.0%
51) CCCC(c1nnnn1C1CCCCC1)N1CCN(C2CCCC2)CC1 (stereo unspecified)
→ 8%	-7%	-2%	-1.1%
52) NC(=O)c1cc(Cl)cn(-c2ccccc2)c1=O
→ 9%	-1%	-2%	0.3%
53) CCc1ccc2c(c1)c(=O)c(S(=O)(=O)c1ccc(Cl)cc1)cn2CC
→ -1%	-13%	-4%[10.9 µM]	u
54) COc1ccccc1N1CCN(c2ncnc3nc[nH]c23)CC1
→ 5%	8%	-17%	4.5%
55) NC(=O)C1(N2CCCCC2)CCN(CC(=O)Nc2cc(Cl)ccc2Cl)CC1
→ 2%	-6%	-21%	-0.4%
56) Cc1cc(C)c2c(=O)cc(C(=O)Nc3sc4c(c3C(=O)NCc3ccco3)CCCC4)oc2c1
→ 10%	6%	-9%[10.9 µM]	0.3%
57) Cc1ccc(N2C(=O)c3ccc(N)cc3C2=O)cc1
→ -25%	-22%	-13%	0.2%
58) CC(=O)Nc1ccc(C2(O)COc3ccccc3O2)cc1 (stereo unspecified)
→ -2%	-4%	6%	0.1%
59) O=C(Nc1cccnc1)c1cn(-c2ccccc2)nc1-c1cccs1
→ -27%	u	-7%	u
60) O=C(c1cc(Cl)ccc1Cl)N1CCN(c2ccccn2)CC1
→ 2%	1%	7%	2.6%
61) Cc1cc(C)n(CC(O)COc2cccc(OCC(O)Cn3nc(C)cc3C)c2)n1 (stereo unspecified)
→ 1%	13%	-17%	u
62) COc1cccc(C2CC(C(F)(F)F)n3ncc(C(=O)O)c3N2)c1 (stereo unspecified)
→ -7%	1%	-2%	1.0%
63) CCN1CCc2nc(NC(=O)Cc3ccc4c(c3)OCCO4)sc2C1
→ -2%	2%	-10%	-0.5%
64) O=C(NC(Cc1ccccc1)C(=O)O)c1ccc(S(=O)(=O)N2CCCC2)cc1 (stereo unspecified)
→ -1%	7%	-5%	1.5%
65) O=C(CN1C2=NCCN2c2ccccc21)C12CC3CC(CC(C3)C1)C2
→ -11%	-26%	-17%	0.7%
66) COc1ccccc1N1CCN(C(=O)CSc2nc(-c3ccccc3)cc(=O)[nH]2)CC1
→ 15%	16%	-15%	8.4%
67) CC(=O)Nc1ccc2nc3c(=O)n(C)c(=O)n(C)c3nc2c1C
→ 4%	4%	4%[10.9 µM]	0.4%
68) Cc1nc2ccc(S(=O)(=O)Nc3ccccc3C)cc2s1
→ 6%	-1%	-14%	-0.6%
69) Cn1c(SCC(=O)c2ccccc2)nnc1C1CC1
→ -6%	4%	-18%	u
70) COCCCNS(=O)(=O)c1ccc2c(c1)OCCO2
→ 0%	3%	-11%	2.1%
71) COc1cc(-c2nnc3sc(-c4cccnc4)nn23)cc(OC)c1OC
→ 4%	-5%	-2%	3.0%
72) CCc1nnc2c3ccccc3nc(Nc3ccc(F)cc3C)n12
→ 3%	0%	-9%[10.9 µM]	-1.8%
73) Oc1ccc(Cl)cc1C1=Nc2ccccc2N=C(c2ccccc2)C1
→ -4%	40%[activator]	u	10%
74) CCCSc1ncc(Cl)c(C(=O)Nc2sc3c(c2C(=O)NCC)CCCC3)n1
→ 3%	18%	-6%[10.9 µM]	-0.1%
75) CCc1ccc(-n2nc(C)c3c(C(=O)Nc4cccc(C(F)(F)F)c4)cc(C)nc32)cc1
→ -6%	6%	-6%[10.9 µM]	u
76) CC1C(NC(=O)/C(=N/OC(C)(C)C(=O)O)c2csc(N)n2)C(=O)N1S(=O)(=O)O (stereo unspecified)
→ 0%	-15%	-1%	x
77) COc1cccc(Cn2nnc(C(=O)Nc3cc(C)ccc3OC)c2N)c1
→ -11%	-8%	-18%	0.5%
78) O=C(Oc1cccc(N2C(=O)CCC2=O)c1)C1CC(=O)N(c2ccc(F)cc2)C1 (stereo unspecified)
→ -10%	7%	-2%	1.1%
79) COc1cc(OC)c(N(C)C(=O)CSc2c3c(nc4ccc(Cl)cc24)CCCC3)cc1Cl
→ u	u	u	-3.8%
80) Cc1nonc1NC(=O)Nc1cccnc1
→ -5%	-1%	-13%	1.8%
81) CCc1ccc(-n2nc(CO)c(C(=O)NCCOC)n2)cc1
→ u	u	-10%[10.9 µM]	-1.9%
82) O=S(=O)(Nc1nc2ccccc2nc1NCCO)c1cccc(Cl)c1
→ -3%	5%	-7%	2.5%
83) O=C(c1cc(C(F)(F)F)cc(C(F)(F)F)c1)N1CCC2(CC1)CCN(c1ccncc1)CC2
→ -9%	-26%	x	-1.0%[11.4 µM]

Part of the list above with just IkB sig inh.
no. | Compound | IkB sig inh
82 | O=S(=O)(Nc1nc2ccccc2nc1NCCO)c1cccc(Cl)c1 | 2.5%
83 | O=C(c1cc(C(F)(F)F)cc(C(F)(F)F)c1)N1CCC2(CC1)CCN(c1ccncc1)CC2 | -1.0%[11.4 µM]
